# Screening results: PubChem, several laboratories
# TLR9-MyD88 block – inhibitors of TLR9-MyD88 association in cells, primary screen, cell-based, CHO, BLA complementation, fluorescence | CCF4 FRET ratio | inhibition, % at 4.98 µM | 340,000 tested, 0.21% active | AID 504734, 2011;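 active = inhibition above the mean over all tested compounds plus 3 SD, cut at about 21% in these data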;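 note: 0% = DMSO only wells and 100% = clavulanate BLA inhibitor control wells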
# N-glyco inh – increase of ERlucT glycosylation luciferase signal, primary screen, N-linked glycosylation inhibitor project, D54 ERlucT cells, luminescence, set 2; D54 ERlucT glycosylation luciferase reporter, 24 h; percent of 100 nM tunicamycin response; AID 588692, 2011; reporter increase, % at 12.5 µM; 360,000 tested, 0.23% active;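 active = mean luciferase reporter signal, scaled so untreated is 0 and the glycosylation-blocking control 100, at or above a set limit in every replicate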;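 note: luciferase carries N-glycosylation sites so blocking glycosylation raises the light; 0% = median of neutral control wells and 100% = median of 100 nM tunicamycin wells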
# ABCB6 inh MLPCN – ABCB6 transporter inhibitors, primary screen, K562-ABCB6 cells, flow cytometry, MLPCN library | K562-ABCB6 porphyrin accumulation, 1 h; active compounds read low | fluorescence ratio to DMSO, % at 10 µM | 360,000 tested, 0.19% active | AID 602162, 2011;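 active = fluorescence ratio to DMSO below 75%, the collection mean minus 3 SD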;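 note: signal is porphyrin accumulated inside mitochondria; 100% equals median channel fluorescence of DMSO control wells; lower ratio means ABCB6 inhibition with less porphyrin fluorescence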
# MC4R barr agon – MC4R agonists recruiting beta-arrestin, primary screen, cell-based, luminescence, agonist arm of biased-ligand search; Melanocortin receptor 4 (Homo sapiens), P32245; U2OS MC4R beta-arrestin complementation; percent of melanotan II response, DMSO zero; activation, % at 8.9 µM; 360,000 tested, 0.98% active; AID 540308, 2011;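 active = activation above a per-plate cutoff, the mean activation of sample wells on that plate plus 3 SD, cut at about 8% in these data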
# Cardio protect – cardioprotection against H2O2-induced cell death, primary screen, uHTS, H9c2 cells, ATPLite luminescence. AID 588492, 2011. protection from H2O2 cell death, % at 20 µM. H9c2 cardiomyocytes, H2O2 injury protection, 2 h. 360,000 tested, 0.63% active;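 active = compounds giving at least 50% protection of heart cells from peroxide-induced death in the single-dose screen, raw or plate-pattern-corrected value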;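 note: 0% = DMSO wells with peroxide and 100% = DMSO wells without peroxide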
# HTR2A ag – mouse Htr2a agonists via beta-arrestin recruitment, primary screen, cell-based, luminescence; AID 624169, 2012; 360,000 tested, 0.66% active; CHO-K1 mHTR2A beta-arrestin complementation; percent of 30 µM serotonin response; activation, % at 7.6 µM; 5-hydroxytryptamine receptor 2A (Mus musculus), P35363;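 active = activation above a run cutoff, the mean activation of all tested compounds plus 3 SD, cut at about 14% in these data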;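 note: 0% = plate median of compound wells and 100% = 30 µM serotonin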
# MC4R antagonist – MC4R antagonists of cAMP signaling, primary screen, cell-based, TR-FRET, antagonist arm of biased-ligand search | MC4R-expressing cells, MTII-stimulated cAMP, LANCE TR-FRET | Melanocortin receptor 4 (Homo sapiens), P32245 | 360,000 tested, 0.48% active | AID 540295, 2011 | inhibition, % at 6.5 µM;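 active = inhibition above its plate's cutoff, the mean of tested wells on that plate plus 3 SD, cut at about 29% in these data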;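 note: 0% = Melanotan II alone and 100% = Melanotan II plus saturating MCL0020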
#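 System: U2OS cells stably expressing human melanocortin 4 receptor (MC4R). Reagent: Melanotan II challenge after compound preincubation. Doses: 6.5 µM. Times: 30-min compound, 1-h challenge, 1-h detection, room temperature. Measured by: TR-FRET with Eu-cAMP and labeled anti-cAMP, 671 nm. Replicates: singlicate.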
# ABHD5 PLIN5 PPI – ABHD5-PLIN5 interaction inhibitors, primary screen, cell lysate, split luciferase complementation, luminescence; Split G. princeps luciferase complementation, 4 h; 360,000 tested, 0.78% active; inhibition, % at 4 µM;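 active = inhibition above the mean inhibition across every tested compound plus 3 SD, cut at about 22% in these data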;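 note: 0% = DMSO only wells and the 100% control is not disclosed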
# NOD2 RIPK2 PPI – NOD2-RIPK2 binding disruptors in cells, primary screen, fluorescence, CHO cells, BLA complementation; Receptor-interacting serine/threonine-protein kinase 2 (Homo sapiens), O43353; CCF4 ratio; inhibition, % at 4.98 µM; 360,000 tested, 0.38% active; AID 624267, 2012; in the data active = inhibition above about 21%;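 note: 0% = vehicle only and 100% = reference blocker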
# SRC2 inh – inhibition of GAL4-SRC2 driven luciferase reporter, primary screen, SRC2 inhibitor project, cell-based, luminescence; 370,000 tested, 0.17% active; AID 651957, 2012; HEK293 GAL4-SRC2 luciferase reporter; inhibition, % at 9 µM;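 active = inhibition above the mean inhibition of all tested compounds plus 3 SD, set per campaign, cut at about 52% in these data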;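 note: 0% = DMSO treated cells and 100% = cells given Gossypol at 36 µM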
# Target sequence (Q15596 whole entry, looked up, the tested form may be a part): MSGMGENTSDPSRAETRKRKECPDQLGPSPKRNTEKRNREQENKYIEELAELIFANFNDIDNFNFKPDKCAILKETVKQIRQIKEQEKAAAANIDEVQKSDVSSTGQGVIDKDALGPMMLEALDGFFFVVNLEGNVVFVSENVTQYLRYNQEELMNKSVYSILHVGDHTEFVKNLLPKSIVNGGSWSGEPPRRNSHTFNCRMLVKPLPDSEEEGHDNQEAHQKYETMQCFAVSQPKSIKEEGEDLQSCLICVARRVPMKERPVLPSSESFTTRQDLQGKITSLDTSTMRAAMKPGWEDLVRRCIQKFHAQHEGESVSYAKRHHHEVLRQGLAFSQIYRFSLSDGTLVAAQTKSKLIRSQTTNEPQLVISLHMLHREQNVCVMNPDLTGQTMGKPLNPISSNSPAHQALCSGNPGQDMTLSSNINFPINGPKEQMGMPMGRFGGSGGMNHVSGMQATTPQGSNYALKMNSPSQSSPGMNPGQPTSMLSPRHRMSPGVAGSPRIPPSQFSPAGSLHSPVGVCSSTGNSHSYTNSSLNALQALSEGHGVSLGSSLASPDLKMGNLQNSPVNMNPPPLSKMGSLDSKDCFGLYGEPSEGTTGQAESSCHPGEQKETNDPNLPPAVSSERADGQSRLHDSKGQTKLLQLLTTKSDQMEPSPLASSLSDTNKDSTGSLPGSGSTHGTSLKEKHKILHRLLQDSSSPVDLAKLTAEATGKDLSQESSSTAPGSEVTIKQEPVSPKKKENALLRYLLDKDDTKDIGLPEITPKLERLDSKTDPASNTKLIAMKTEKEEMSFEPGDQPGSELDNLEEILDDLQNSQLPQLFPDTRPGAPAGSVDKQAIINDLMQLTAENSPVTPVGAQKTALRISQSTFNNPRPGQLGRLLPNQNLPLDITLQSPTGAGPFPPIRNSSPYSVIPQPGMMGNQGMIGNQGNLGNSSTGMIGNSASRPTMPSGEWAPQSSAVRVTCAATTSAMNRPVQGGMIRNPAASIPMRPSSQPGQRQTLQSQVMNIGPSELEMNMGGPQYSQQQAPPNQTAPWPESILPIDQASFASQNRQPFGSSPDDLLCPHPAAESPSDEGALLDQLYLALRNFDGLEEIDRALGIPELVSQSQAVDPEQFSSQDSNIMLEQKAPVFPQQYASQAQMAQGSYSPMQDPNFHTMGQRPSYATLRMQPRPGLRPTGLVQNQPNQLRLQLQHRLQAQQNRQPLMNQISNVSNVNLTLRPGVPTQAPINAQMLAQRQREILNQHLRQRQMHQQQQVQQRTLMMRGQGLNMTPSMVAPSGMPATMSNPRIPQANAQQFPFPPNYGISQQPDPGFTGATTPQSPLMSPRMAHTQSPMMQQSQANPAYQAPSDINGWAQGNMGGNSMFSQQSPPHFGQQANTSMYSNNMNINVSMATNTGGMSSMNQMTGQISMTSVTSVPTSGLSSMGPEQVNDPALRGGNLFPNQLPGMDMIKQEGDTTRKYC
# Numbers without * were called inactive; x = no result given.
SMILES,TLR9-MyD88 block,N-glyco inh,ABCB6 inh MLPCN,MC4R barr agon,Cardio protect,HTR2A ag,MC4R antagonist,ABHD5 PLIN5 PPI,NOD2 RIPK2 PPI,SRC2 inh
Nc1nnc(SCc2cccnc2)s1,-1,1,100,0.9,3,0,18,-2,2,4
COc1cc(/C=N/NC(=O)c2ccc(NC(=O)C3CCCCC3)cc2)ccc1O,-7,0,101,-1.0,10,3,1,-2,-9,-30
COc1ccccc1NC(=O)c1cc(S(=O)(=O)N2CCC3(CC2)OCCO3)ccc1F,3,2,97,-2.8,-2,-2,2,-1,7,x
COc1cccc(NC(=O)CN(C)C(=O)c2cccc(S(=O)(=O)N3CCN(c4ccc(F)cc4)CC3)c2)c1,9,-3,94,1.7,-8,0,6,-8,3,18
CCNc1nc(NC(C)C)nc(Oc2ccc(OCCOc3ccc(C)cc3)nn2)n1,-5,3,90,-1.9,-5,0,15,4,-3,-6
CC1=Nc2nc(N3CCCCCC3)c(C#N)c3c4c(nc(c23)N1)N(c1ccc2ccccc2c1)C(=O)C4,7,0,97,-0.9,29,1,17,1,5,x
Fc1ccc(-c2cc3nc(-c4ccccc4)cc(N4CCOCC4)n3n2)cc1,3,-1,97,0.8,22,7,16,5,0,5
Cc1c(C(=O)NCc2ccc(F)cc2)c(-c2ccccc2)nn1-c1ccccc1,7,0,101,0.9,4,4,20,8,-1,-40
CCOc1ccc(N(CC(=O)NCCCOC)S(C)(=O)=O)cc1,-10,1,101,-1.8,6,-2,-1,-6,4,-2
CC(C)NC(=O)C1(C)CCN1CCC(=O)c1ccccc1 (configuration not stated),x,0,88,0.9,0,1,9,-2,-3,-4
COc1cc(/C=N/Nc2cccc(C)c2)ccc1OC(=O)c1ccco1,-8,2,89,-1.1,1,1,-6,4,-14,-8
CC1(C)NC(=O)N(CC(O)Cn2nnc3ccccc32)C1=O (configuration not stated),0,1,98,0.8,-4,2,12,-4,-9,0
CSc1ccc(Cn2c(C)c(C(=O)NCc3ccc(C(C)C)cc3)sc2=O)cc1,x,-2,101,0.8,-3,-4,9,0,-7,2
CCn1c(CNC(=O)c2cccc(C)c2)nnc1SCC(=O)NC1=NCCS1,-5,2,97,0.3,1,2,1,-7,2,-14
CCC1(C)Cc2c(sc(NC(=S)NC(=O)c3ccccc3)c2C#N)CO1 (configuration not stated),-3,2,87,-0.5,-24,0,2,-8,-9,-13
OC(CNCc1ccc(F)cc1)(c1ccccc1)c1ccc(F)cc1 (configuration not stated),9,-1,99,2.0,-7,2,5,-2,-1,-1
CS(=O)(=O)Nc1ccc(-c2cnc3cccnn23)cc1,x,-8,97,0.9,0,5,21,-4,-7,49
Cc1ccc(N2C(N)=C(C#N)C(c3cccnc3)C3=C2CC(C)(C)CC3=O)cc1 (configuration not stated),-3,2,93,0.6,16,0,-1,1,8,-16
CCC1CN(C(=O)N2CCC(C(=O)NCCc3ccccc3OC)CC2)c2ccccc2O1 (configuration not stated),-15,-5,91,-4.9,-2,3,-1,-1,-3,0
CO[C@H]1C=CO[C@@]2(C)Oc3c(C)c(O)c4c(O)c(c(C=NN5CCN(C)CC5)c(O)c4c3C2=O)NC(=O)C(C)=CC=C[C@H](C)[C@H](O)[C@@H](C)[C@@H](O)[C@@H](C)[C@H](OC(C)=O)[C@@H]1C,12,2,97,-2.4,7,-1,-12,-12,8,16
CCc1nn(C(C)C(=O)NCCN2CCN(c3cccc(C)c3C)CC2)c(=O)c2cc3occc3n12 (configuration not stated),-2,1,92,-0.1,9,-6,2,8,2,16
COc1ccc(-c2csc(C(C)(O)c3ccccc3)n2)cc1 (configuration not stated),x,-1,94,-0.1,-4,3,-2,-1,0,-28
CC1=C(C(=O)Nc2cccnc2)C(c2ccncc2)n2nnnc2N1 (configuration not stated),-10,5,93,0.2,-2,13,-4,7,-5,-5
CCOC(=O)c1c(NC(=O)COC(=O)CCOc2cc(C)ccc2C)sc(C(=O)N(C)C)c1C,-10,1,98,-0.2,4,-7,9,8,-4,-50
O=C(/C=C/c1cc2c(cc1Br)OCO2)NCc1ccc(F)cc1,1,-2,101,7.9,4,-4,3,-5,-2,-8
O=C(NCCN1C(=O)S/C(=C\c2ccc(OC(F)F)cc2)C1=O)c1cnccn1,-1,23,89,-0.9,0,1,-23,3,9,22
S=C(NCCc1ccccc1)NCCN1CCOCC1,-6,-1,98,-0.2,-4,-4,16,4,-12,-3
NS(=O)(=O)c1ccc(CNC(=O)C2(c3ccc(Cl)cc3)CC2)cc1,-4,-1,96,-1.2,5,2,4,2,1,-6
COc1ccc(-c2nc3c(-c4ccccc4)cnn3cc2C)cc1F,-9,-1,104,0.5,-16,9,1,-3,1,-12
CCCCNC(=O)C1(C)CCCCN1C(=O)c1ccc2c(c1)C(C)(C)CCC2(C)C (configuration not stated),x,-6,85,0.0,-13,-2,1,0,-4,21
CCN(c1ccccc1)S(=O)(=O)c1ccc2[nH]c(=O)[nH]c2c1,6,-1,107,-0.5,-5,-3,6,3,-4,6
CC1(C)Cc2c(sc3nnn(Cc4ccc(Cl)cc4)c(=O)c23)CO1,5,-6,103,-0.5,-14,0,-7,-2,-5,-10
CCOc1ncccc1C(=O)OCC(=O)Nc1nnc(-c2ccccc2)o1,5,-1,100,-1.1,8,-7,5,-9,-4,-14
CS(=O)(=O)c1ccc(Cl)c(NC(=O)CSc2nnc(-c3cccs3)n2N)c1,1,-1,100,-0.6,13,-1,0,-4,-4,-9
Cc1ccc(CN(C)C(=O)CN2C(=O)NC3(CCCC3)C2=O)o1,1,1,99,-0.4,1,2,8,7,-8,4
Cn1c(=O)[nH]c(=O)c2c1nc(N(CCO)Cc1ccccc1)n2CCCc1ccccc1,-15,41*,98,0.9,52*,-7,5,8,6,-6
c1ccc(CN2CCC3CC2c2ccc(N4CCOCC4)cc23)cc1 (configuration not stated),6,1,98,-0.2,2,-3,13,-8,-12,-9
N#CCC1c2ccccc2CCN1C(=O)Nc1cccc(Cl)c1 (configuration not stated),-8,-3,92,-0.3,-6,2,6,1,14,8
CCOc1ccc(NS(=O)(=O)c2ccc(-c3ccc(=O)[nH]n3)o2)cc1,-5,1,101,0.6,-3,4,-1,-3,-7,8
O=C(COc1ccccc1F)Nc1ccc2[nH]c(=O)[nH]c2c1,4,2,100,2.2,3,-8,6,15,-5,-17

# Reprinted from above, 9 compounds:
SMILES,TLR9-MyD88 block,N-glyco inh,ABCB6 inh MLPCN,MC4R barr agon,Cardio protect,HTR2A ag,MC4R antagonist,ABHD5 PLIN5 PPI,NOD2 RIPK2 PPI,SRC2 inh
CCCCNC(=O)C1(C)CCCCN1C(=O)c1ccc2c(c1)C(C)(C)CCC2(C)C (configuration not stated),x,-6,85,0.0,-13,-2,1,0,-4,21
CCN(c1ccccc1)S(=O)(=O)c1ccc2[nH]c(=O)[nH]c2c1,6,-1,107,-0.5,-5,-3,6,3,-4,6
CC1(C)Cc2c(sc3nnn(Cc4ccc(Cl)cc4)c(=O)c23)CO1,5,-6,103,-0.5,-14,0,-7,-2,-5,-10
CCOc1ncccc1C(=O)OCC(=O)Nc1nnc(-c2ccccc2)o1,5,-1,100,-1.1,8,-7,5,-9,-4,-14
CS(=O)(=O)c1ccc(Cl)c(NC(=O)CSc2nnc(-c3cccs3)n2N)c1,1,-1,100,-0.6,13,-1,0,-4,-4,-9
Cc1ccc(CN(C)C(=O)CN2C(=O)NC3(CCCC3)C2=O)o1,1,1,99,-0.4,1,2,8,7,-8,4
Cn1c(=O)[nH]c(=O)c2c1nc(N(CCO)Cc1ccccc1)n2CCCc1ccccc1,-15,41*,98,0.9,52*,-7,5,8,6,-6
c1ccc(CN2CCC3CC2c2ccc(N4CCOCC4)cc23)cc1 (configuration not stated),6,1,98,-0.2,2,-3,13,-8,-12,-9
N#CCC1c2ccccc2CCN1C(=O)Nc1cccc(Cl)c1 (configuration not stated),-8,-3,92,-0.3,-6,2,6,1,14,8

# Further results
SMILES,TLR9-MyD88 block,N-glyco inh,ABCB6 inh MLPCN,MC4R barr agon,Cardio protect,HTR2A ag,MC4R antagonist,ABHD5 PLIN5 PPI,NOD2 RIPK2 PPI,SRC2 inh
Nc1cccc(CP(=O)(c2ccccc2)c2ccccc2)c1,-11,-1,103,-2.3,12,-1,5,5,-9,-37
O=C(NCc1ccccn1)c1ccc(CNS(=O)(=O)c2ccc(F)cc2)cc1,1,-2,100,-1.4,-3,4,-9,3,-5,19
CCCNC(=O)COC(=O)C1CCN(S(=O)(=O)c2ccc3c(c2)OCCO3)CC1,-4,2,100,0.2,4,-3,21,-8,1,21
c1ccc(CN2CN=C(Nc3nc4ccccc4s3)NC2)cc1,3,-1,93,0.1,-3,0,-4,0,-4,-20
NCCCC[C@@H]1NC(=O)c2cc([N+](=O)[O-])cc(I)c2SC[C@@H](C(N)=O)NC(=O)[C@H](CCC(N)=O)NC1=O,0,1,103,-1.3,1,9,-1,-3,0,-2
Cc1ccc(Nc2c(-c3ccc(N4CCOCC4)cc3)nc3ncccn23)cc1C,4,1,99,0.4,-7,5,17,-3,10,-17
COc1ccc(S(=O)(=O)N2CCN(C)CC2)c2ccccc12,-12,0,106,0.3,-23,-1,-1,-10,-2,-17
O=C(O)CC(C(=O)Nc1ccc(Cl)cc1Cl)C1CCCO1 (configuration not stated),-6,3,98,-1.1,2,3,4,2,-7,-3
c1ccc(C[n+]2ccc3ccccc3c2)cc1,-2,0,97,-2.3,-8,-7,0,-4,-6,1
COc1ccc(/C(N)=N/OC(=O)c2ccc3ccccc3c2)cc1OC,1,6,107,3.4,-9,-6,11,9,7,-6
O=C1CN(S(=O)(=O)c2cc(C(=O)O)ccc2Cl)c2ccccc2N1,10,1,101,-1.1,-1,-2,2,7,-2,3

# Not all compounds are listed; the hit share may differ from the screen's.
